Screening data from PubChem.
DDE Tn7 FP inh: inhibitors of Tn7 peptide binding to fibrin DD(E), primary screen, biochemical, fluorescence polarization, human fibrin, Tn7 probe; Fibrinogen beta chain (Homo sapiens), P02675; FP displacement of FITC-Tn7 peptide from fibrin DD(E); 0% = median of compound wells per plate; inhibition, % at 8.3 µM; 370,000 tested, 0.13% active; AID 720508, 2013;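 active means inhibition above the mean of compounds falling within the control limits plus 3 SD of them, cut at about 14% in these data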;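 further: 0% = plate median of compound wells and 100% = 10 µM Aha-Tn7 peptide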
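Also added: labelled Tn7 tracer, 0.1 µM; Assay system: human fibrin DD(E) protein; Amount: 2 µM fibrin DD(E); Schedule: 10 min compound pre-incubation, 3 h probe incubation at room temperature; Repeats: one replicate per compound; Read-out basis: percent inhibition; Measured by: fluorescence polarization of the labelled Tn7 tracer.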
LEDGF integ inh: blockers of LEDGF/p75-dependent integrase strand transfer – biochemical, TR-FRET, high throughput, primary screen; HIV-1 integrase (with human LEDGF/p75); TR-FRET IN-LEDGF/p75 DNA integration, Eu/Cy5; inhibition, % at 3.7 µM; 370,000 tested, 0.64% active;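 active means inhibition above the screen-wide mean plus 3 SD, cut at about 13% in these data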;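 further: signal is the Cy5 over europium emission ratio at 671 and 618 nm; 0% = plate median of compound wells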
MBD2 DNA inh: inhibitors of MBD2 binding to methylated DNA, primary screen, biochemical, TR-FRET, DNA-binding domain, human. MBD2 binding to methylated oligonucleotide. inhibition, % at 4.4 µM. 370,000 tested, 0.31% active. AID 686964, 2013; in the data active means inhibition above about 13%
KLK7 zymogen act: proKLK7 zymogen activators, primary screen, biochemical, fluorescence intensity | Kallikrein-7 (Homo sapiens), P49862 | purified proKLK7, EDANS-DABCYL substrate fluorescence; 100% is mature enzyme control, 0% vehicle | activation, % at 7 µM | 370,000 tested, 0.9% active | AID 652039, 2013;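 active means activation above the mean of all tested compounds plus 3 SD, computed per campaign excluding outliers beyond control limits, cut at about 13% in these data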
TCR CD3 inh: inhibitors of human TCR-CD3 interaction, primary screen, biochemical, fluorescence, TAMRA-labeled TCR probe; T-cell receptor (TCR); inhibition, % at 9.4 µM; 360,000 tested, 0.37% active; AID 651800, 2012; in the data active means inhibition above about 19%;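 further: recombinant mutant TCR 2C K166C tagged with TAMRA read by polarization; 0% = receptor in buffer alone and 100% = receptor with positive control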
TDP2 inh: human TDP2 enzyme inhibitors, primary screen, biochemical, epi absorbance, recombinant enzyme. inhibition, % at 12.8 µM. 370,000 tested, 0.34% active. T5PNP hydrolysis, p-nitrophenol absorbance 415 nm. AID 720702, 2013. Tyrosyl-DNA phosphodiesterase 2 (Homo sapiens), O95551;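 active means inhibition above the mean of all tested compounds plus 3 SD, set per campaign, cut at about 25% in these data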;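 further: 0% = DMSO with enzyme and 100% = buffer with substrate but no TDP2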
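test system = human TDP2 enzyme | input = TDP2 enzyme at 120 nM final | medium = 50 mM Tris-HCl pH 7.5 with Mg2+, KCl, DTT, BSA | also added = T5PNP substrate, 5 mM | times = 2 h at 37 °C | technique = epi absorbance | benchmarks = high control without enzyme, low control DMSO plus TDP2 | replication = each compound tested once, singlicate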
UHRF1 binding: UHRF1 methylated DNA binding inhibitors, primary screen, counter-screen for MBD2 inhibitor project, biochemical, TR-FRET, human UHRF1, single concentration | 370,000 tested, 0.75% active | inhibition, % at 4.4 µM | UHRF1 binding to methylated oligo | AID 687016, 2013 | E3 ubiquitin-protein ligase UHRF1 (Homo sapiens), Q96T88; in the data active means inhibition above about 21%;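 further: UHRF1 SRA domain binding a hemimethylated CpG hairpin DNA probe; 0% = median of test compound wells and 100% = reference inhibitor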
DDE Tn6 FP inh: inhibitors of Tn6 peptide binding to fibrin DD(E), primary screen, biochemical, fluorescence polarization, human fibrin, Tn6 probe. Fibrin DD(E) TRITC-Tn6 fluorescence polarization displacement. Fibrinogen beta chain (Homo sapiens), P02675. inhibition, % at 8.3 µM. 370,000 tested, 0.21% active. AID 720509, 2013;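 active means inhibition above a per-campaign cutoff: mean of compounds within control limits plus 3 SD, cut at about 15% in these data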;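 further: 0% = median of all compound wells on the plate and 100% = blocking peptide control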
PRMT1 FP inh: PRMT1 methyltransferase inhibitors, primary screen, biochemical, fluorescence polarization | Protein arginine N-methyltransferase 1 (Homo sapiens), Q99873 | 370,000 tested, 1.3% active | inhibition, % at 2.79 µM | recombinant PRMT1, activity-based probe fluorescence polarization | AID 652257, 2013;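 active means inhibition above about 21% made by adding two undisclosed values, limit read from the data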
Target sequence (Q99873 whole entry, looked up): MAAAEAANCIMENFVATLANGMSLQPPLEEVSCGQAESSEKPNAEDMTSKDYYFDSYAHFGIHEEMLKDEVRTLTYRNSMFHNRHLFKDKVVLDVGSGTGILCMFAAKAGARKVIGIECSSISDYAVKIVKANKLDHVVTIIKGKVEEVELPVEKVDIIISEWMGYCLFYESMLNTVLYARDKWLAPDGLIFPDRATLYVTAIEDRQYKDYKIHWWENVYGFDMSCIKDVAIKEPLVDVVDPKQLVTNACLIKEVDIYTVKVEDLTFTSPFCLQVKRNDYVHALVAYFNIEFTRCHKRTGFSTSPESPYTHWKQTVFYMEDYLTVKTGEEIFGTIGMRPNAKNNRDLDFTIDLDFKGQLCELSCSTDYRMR
SIAE primary: human SIAE inhibitors, primary screen, biochemical, fluorescence polarization, FP-Rh probe, 1536-well HTS; inhibition, % at 9.66 µM; SIAE FP-Rh probe binding; Sialate O-acetylesterase (Homo sapiens), Q9HAT2; AID 1053197, 2014; 370,000 tested, 0.69% active;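 active means inhibition above a cutoff: mean of compounds within the control limits plus 3 SD of those, cut at about 17% in these data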;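 further: 0% = plate median of compound wells and 100% = probe without SIAE protein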
Target sequence (Q9HAT2 whole entry, looked up): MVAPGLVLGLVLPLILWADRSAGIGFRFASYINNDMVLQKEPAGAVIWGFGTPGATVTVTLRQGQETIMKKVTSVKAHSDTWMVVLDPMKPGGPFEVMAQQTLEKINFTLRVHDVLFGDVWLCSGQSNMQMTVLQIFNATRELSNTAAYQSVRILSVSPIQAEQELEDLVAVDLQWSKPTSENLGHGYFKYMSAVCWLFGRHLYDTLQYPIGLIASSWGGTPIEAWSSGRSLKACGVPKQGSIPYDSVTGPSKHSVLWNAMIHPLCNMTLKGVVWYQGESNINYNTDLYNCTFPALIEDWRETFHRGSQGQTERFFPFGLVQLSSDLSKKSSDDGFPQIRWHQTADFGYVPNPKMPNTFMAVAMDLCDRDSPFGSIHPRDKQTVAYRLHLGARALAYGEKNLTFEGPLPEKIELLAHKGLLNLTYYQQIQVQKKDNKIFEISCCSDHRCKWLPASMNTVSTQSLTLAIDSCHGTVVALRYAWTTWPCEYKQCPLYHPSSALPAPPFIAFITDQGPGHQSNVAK
The depositor's hits bear a star.

For CN(C)c1nc(Cl)nc2c1nc(Cl)n2C1CCCCO1 (stereo not given) the results were DDE Tn7 FP inh 3, LEDGF integ inh 4, MBD2 DNA inh 1, KLK7 zymogen act -0.2, TCR CD3 inh 4, TDP2 inh -1, UHRF1 binding 2, DDE Tn6 FP inh 0, PRMT1 FP inh 1 and SIAE primary 2.
`CC(=O)N1CCN(c2ccc(NC(=O)c3ccc(C)c([N+](=O)[O-])c3)cc2)CC1` gave DDE Tn7 FP inh 1, LEDGF integ inh 1, MBD2 DNA inh 3, KLK7 zymogen act -0.1, TCR CD3 inh -6, TDP2 inh -21, UHRF1 binding 4, DDE Tn6 FP inh -5, PRMT1 FP inh 6 and SIAE primary -2.
`O=C(CNC(c1ccccc1)c1ccccc1)Nc1c(F)cccc1F` gave DDE Tn7 FP inh 4, LEDGF integ inh 1, MBD2 DNA inh -5, KLK7 zymogen act 0.8, TCR CD3 inh 1, TDP2 inh -4, UHRF1 binding 7, DDE Tn6 FP inh -1, PRMT1 FP inh 0 and SIAE primary -4.
O=C(c1ccccc1)c1cccn1CC(=O)N1CCN(c2ccccc2)CC1 was read as DDE Tn7 FP inh 0, LEDGF integ inh 1, MBD2 DNA inh -3, KLK7 zymogen act 0.5, TCR CD3 inh 5, TDP2 inh 0, UHRF1 binding -2, DDE Tn6 FP inh -1, PRMT1 FP inh -1 and SIAE primary -2.
CCCOc1ccc(/C=C/c2[nH]c(=O)[nH]c(=O)c2[N+](=O)[O-])cc1OCC was read as DDE Tn7 FP inh 3, LEDGF integ inh -4, MBD2 DNA inh 3, KLK7 zymogen act -0.7, TCR CD3 inh -4, TDP2 inh 3, UHRF1 binding 3, DDE Tn6 FP inh 0, PRMT1 FP inh 0 and SIAE primary -1.
Screening CC(C)(C)C(=O)OCc1nc(-c2ccc(O)c(O)c2)cs1 returned DDE Tn7 FP inh 3, LEDGF integ inh -7, MBD2 DNA inh 4, KLK7 zymogen act 0.4, TCR CD3 inh 4, TDP2 inh -2, UHRF1 binding 1, DDE Tn6 FP inh -10, PRMT1 FP inh 8 and SIAE primary 4.
`COc1ccc(OCCN(C)Cc2c(O)ccc3ccccc23)cc1` gave DDE Tn7 FP inh 3, LEDGF integ inh 2, MBD2 DNA inh -5, KLK7 zymogen act -0.6, TCR CD3 inh -2, TDP2 inh 13, UHRF1 binding 0, DDE Tn6 FP inh 2, PRMT1 FP inh 7 and SIAE primary 8.
COc1cccc(C(=O)O/N=C(\N)c2ccccn2)c1OC was read as DDE Tn7 FP inh 2, LEDGF integ inh -8, MBD2 DNA inh 2, KLK7 zymogen act -0.5, TCR CD3 inh -7, TDP2 inh -13, UHRF1 binding 1, DDE Tn6 FP inh 2, PRMT1 FP inh 3 and SIAE primary -1.
`Oc1c(Cl)cc(Cl)cc1C(C#Cc1ccccc1)N1CCOCC1` (stereo not given) gave DDE Tn7 FP inh 3, LEDGF integ inh 0, MBD2 DNA inh 0, KLK7 zymogen act 0.8, TCR CD3 inh 5, TDP2 inh -5, UHRF1 binding 0, DDE Tn6 FP inh 1, PRMT1 FP inh -1 and SIAE primary -5.
For CCCCNC(=O)COC(=O)c1ccc(F)cc1Cl the results were DDE Tn7 FP inh 0, LEDGF integ inh -8, MBD2 DNA inh 2, KLK7 zymogen act -0.2, TCR CD3 inh -6, TDP2 inh -1, UHRF1 binding 2, DDE Tn6 FP inh 4, PRMT1 FP inh 6 and SIAE primary 0.
`CC(C)NC(=O)c1sc2nc(-c3cccs3)cc(-c3cccs3)c2c1N` gave DDE Tn7 FP inh -3, LEDGF integ inh -1, MBD2 DNA inh -2, KLK7 zymogen act -0.4, TCR CD3 inh 8, TDP2 inh -2, UHRF1 binding -1, DDE Tn6 FP inh 1, PRMT1 FP inh 30* and SIAE primary -5.
Screening O=S1(=O)CCN(C2CC2)CC1 returned DDE Tn7 FP inh -2, LEDGF integ inh 2, MBD2 DNA inh 0, KLK7 zymogen act 0.1, TCR CD3 inh 2, TDP2 inh 12, UHRF1 binding -1, DDE Tn6 FP inh 3, PRMT1 FP inh -1 and SIAE primary -2.
For CC(C)NC(=O)c1noc2cc([N+](=O)[O-])ccc12 the results were DDE Tn7 FP inh 8, LEDGF integ inh -1, MBD2 DNA inh -2, KLK7 zymogen act 0.5, TCR CD3 inh 1, TDP2 inh 6, UHRF1 binding -2, DDE Tn6 FP inh 5, PRMT1 FP inh -3 and SIAE primary 0.
CN(C)S(=O)(=O)c1cccc(NC(=O)CC23CC4CC(CC(C4)C2)C3)c1 was read as DDE Tn7 FP inh 0, LEDGF integ inh -2, MBD2 DNA inh 0, KLK7 zymogen act 0.3, TCR CD3 inh 5, TDP2 inh -4, UHRF1 binding 1, DDE Tn6 FP inh 3, PRMT1 FP inh 0 and SIAE primary -14.
`CCCS(=O)(=O)c1cscc1NC(=O)c1c(-c2c(F)cccc2Cl)noc1C` gave DDE Tn7 FP inh -3, LEDGF integ inh 0, MBD2 DNA inh 3, KLK7 zymogen act 0.2, TCR CD3 inh -9, TDP2 inh -10, UHRF1 binding 2, DDE Tn6 FP inh 0, PRMT1 FP inh -3 and SIAE primary -1.
CC(C)(C)c1cc(NC(=O)CSc2nncs2)n(-c2ccccc2)n1 was read as DDE Tn7 FP inh 0, LEDGF integ inh -1, MBD2 DNA inh -5, KLK7 zymogen act -0.3, TCR CD3 inh 2, TDP2 inh -1, UHRF1 binding -2, DDE Tn6 FP inh 7, PRMT1 FP inh 0 and SIAE primary 2.
CCOc1ccc(N(CC(=O)N2CCN(c3ccccc3OC)CC2)S(=O)(=O)c2ccc(F)cc2)cc1 was read as DDE Tn7 FP inh -5, LEDGF integ inh -6, MBD2 DNA inh 6, KLK7 zymogen act 0.8, TCR CD3 inh -3, TDP2 inh -23, UHRF1 binding 6, DDE Tn6 FP inh -2, PRMT1 FP inh 10 and SIAE primary -5.
`CCn1c(O)c(/C=N/N=C2CCCC2)c2ccc(C3=NNC(=O)CC3)cc21` gave DDE Tn7 FP inh 2, LEDGF integ inh -3, MBD2 DNA inh -3, KLK7 zymogen act -7.0, TCR CD3 inh -3, TDP2 inh 8, UHRF1 binding -3, DDE Tn6 FP inh 8, PRMT1 FP inh 1 and SIAE primary 2.
`COCCN(CCOC)c1ncnc2c1cnn2-c1ccc(Cl)cc1` gave DDE Tn7 FP inh 1, LEDGF integ inh 3, MBD2 DNA inh 0, KLK7 zymogen act 0.0, TCR CD3 inh 5, TDP2 inh -3, UHRF1 binding 3, DDE Tn6 FP inh 6, PRMT1 FP inh 2 and SIAE primary 4.
O=[N+]([O-])c1ccc(Cl)c(CN2CCSCC2)c1 was read as DDE Tn7 FP inh 2, LEDGF integ inh 0, MBD2 DNA inh 0, KLK7 zymogen act 0.4, TCR CD3 inh 5, TDP2 inh 2, UHRF1 binding -1, DDE Tn6 FP inh 5, PRMT1 FP inh -1 and SIAE primary 2.
For CC(C)c1ccccc1N=C1SCCCN1C(=O)c1cccc(N2C(=O)CCC2=O)c1 the results were DDE Tn7 FP inh 0, LEDGF integ inh 4, MBD2 DNA inh 2, KLK7 zymogen act 1.1, TCR CD3 inh -1, TDP2 inh -7, UHRF1 binding 0, DDE Tn6 FP inh -2, PRMT1 FP inh -3 and SIAE primary -8.
Screening Cc1ccc(S(=O)(=O)Nc2cccc3cccnc23)c([N+](=O)[O-])c1 returned DDE Tn7 FP inh -5, LEDGF integ inh -22, MBD2 DNA inh -3, KLK7 zymogen act 0.5, TCR CD3 inh -5, TDP2 inh 6, UHRF1 binding 0, DDE Tn6 FP inh 3, PRMT1 FP inh -4 and SIAE primary -8.
Screening COc1ccc(Cl)cc1NC(=O)Nc1ccc(C(=O)N2CCCC2)cc1 returned DDE Tn7 FP inh 0, LEDGF integ inh -1, MBD2 DNA inh -4, KLK7 zymogen act 0.7, TCR CD3 inh 4, TDP2 inh 9, UHRF1 binding -2, DDE Tn6 FP inh -6, PRMT1 FP inh 0 and SIAE primary -5.
Screening CC(=O)Nc1ccc(-c2nnc(SCc3c(C)cc(C)cc3C)n2C)cc1 returned DDE Tn7 FP inh -5, LEDGF integ inh 1, MBD2 DNA inh 4, KLK7 zymogen act 0.0, TCR CD3 inh 7, TDP2 inh -4, UHRF1 binding 0, DDE Tn6 FP inh 0, PRMT1 FP inh 1 and SIAE primary 11.
For COc1cccc(C(=O)NCC(C)(C)SCc2ccc(F)cc2)c1 the results were DDE Tn7 FP inh -2, LEDGF integ inh 1, MBD2 DNA inh 2, KLK7 zymogen act -0.4, TCR CD3 inh 3, TDP2 inh -12, UHRF1 binding 2, DDE Tn6 FP inh 0, PRMT1 FP inh -2 and SIAE primary -3.
Cc1oc2ccc(Br)cc2c(=O)c1-c1nn[nH]n1 was read as DDE Tn7 FP inh 3, LEDGF integ inh 0, MBD2 DNA inh -1, KLK7 zymogen act 0.3, TCR CD3 inh 2, TDP2 inh 5, UHRF1 binding 2, DDE Tn6 FP inh -2, PRMT1 FP inh 3 and SIAE primary -7.
COCCn1c(Br)nc2c1c(=O)n(C)c(=O)n2C was read as DDE Tn7 FP inh 6, LEDGF integ inh 0, MBD2 DNA inh -7, KLK7 zymogen act -0.3, TCR CD3 inh 3, TDP2 inh 2, UHRF1 binding -1, DDE Tn6 FP inh 5, PRMT1 FP inh 0 and SIAE primary 1.
Screening Cc1onc(-c2ccccc2Cl)c1C(=O)Oc1cccc2cccnc12 returned DDE Tn7 FP inh -4, LEDGF integ inh 6, MBD2 DNA inh -2, KLK7 zymogen act -0.4, TCR CD3 inh 6, TDP2 inh 3, UHRF1 binding -1, DDE Tn6 FP inh -1, PRMT1 FP inh -1 and SIAE primary 0.
